High-throughput results from PubChem BioAssay.
PfHsp90 set2 = reduces growth (ATP signal) of yeast expressing P. falciparum Hsp90. AID 504621. 310,000 compounds, 0.32% hits. S. cerevisiae expressing PfHsp90, BacTiter-Glo ATP, 48 h; yeast lacking PDR1 and PDR3 efflux regulators. inhibition, % at 9.4 µM;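 active means every replicate shows inhibition above about 80%, whatever the replicate mean, limit read from the data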;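 further: 0% = DMSO neutral controls and 100% = 20 µM radicicol positive controls; yeast relying on Plasmodium falciparum Hsp90 in place of its own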
E coli growth = reduces bacterial viability in AddAB counter-screen; E. coli V3065 growth, OD600 absorbance, 18 h; inhibition, % at 11.9 µM; 330,000 compounds, 0.27% hits; AID 449728;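 active means inhibition above the campaign's mean inhibition across all tested compounds plus 3 SD, cut at about 9.9% in these data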;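 further: uninfected addAB+ strain grown without phage in ampicillin broth; 0% = DMSO wells and 100% = ciprofloxacin 0.95 µg/ml wells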
MOR-DOR ag = OPRM1-OPRD1 heterodimerization agonism; cells, luminescence; activation, % at 9.3 µM; P35372+P41143; 340,000 compounds, 0.3% hits; in the data active means activation above about 18%;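 further: 0% = vehicle-treated cells and 100% = reference agonist; values of inactives mirror those of a sister screen read the other way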
AddAB inh = less growth of phage-infected E. coli with AddAB; inhibition, % at 11.9 µM; E. coli expressing H. pylori AddAB, absorbance growth; 330,000 compounds, 0.29% hits; in the data active means inhibition above about 12%;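 further: 0% = vehicle wells of infected cells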
HTR5A inv ag = counter-screen for OPRM1-OPRD1 inverse agonists: human HTR5A inverse agonism; P47898; HTR5A cell line, luminescence; inhibition, % at 9.3 µM; 340,000 compounds, 0.083% hits; in the data active means inhibition mostly above about 23%, no sharp cut-off; inactive means mostly below about 18%;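 further: 0% = cells with DMSO and 100% = no-cell wells with DMSO; some compounds called inactive have numbers as strong as hits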
Target sequence (P47898 whole entry, looked up): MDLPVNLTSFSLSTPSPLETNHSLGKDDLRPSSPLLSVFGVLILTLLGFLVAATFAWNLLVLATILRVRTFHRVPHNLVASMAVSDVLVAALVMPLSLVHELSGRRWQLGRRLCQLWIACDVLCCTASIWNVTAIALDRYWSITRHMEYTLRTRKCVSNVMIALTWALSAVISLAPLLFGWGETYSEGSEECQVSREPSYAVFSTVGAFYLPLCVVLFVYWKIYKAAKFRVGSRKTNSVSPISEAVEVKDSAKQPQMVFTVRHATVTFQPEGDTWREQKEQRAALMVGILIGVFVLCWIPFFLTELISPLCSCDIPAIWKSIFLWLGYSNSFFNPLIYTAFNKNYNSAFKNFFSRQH
OPRM1-OPRD1 inv = inverse agonists of human mu-delta opioid receptor heterodimerization. P35372+P41143. cell-based MOR-DOR heterodimer luminescence, inverse agonism. inhibition, % at 9.3 µM. 340,000 compounds, 0.21% hits; in the data active means inhibition above about 22%, passing the limit was not always enough;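 further: 0% = cells with DMSO and 100% = wells without cells with DMSO; values of inactives mirror those of a sister screen read the other way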
PKA-R1A activ = PKA-R1A complex activation. P00514+P68181. PKA-R1A dissociation, Cy5-IP20 fluorescence polarization; scaled: DMSO 0%, 113 µM cGMP 100%. activation, % at 11.4 µM. 340,000 compounds, 0.083% hits. AID 504707;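 active means percent activation above the mean of all tested compounds plus 3 SD, cut at about 19% in these data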;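 further: higher means more PKAc released from R1A so a rise in polarization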
phage Ecoli inh = E. coli growth loss with phage present; AID 651602; growth absorbance; inhibition, % at 11.9 µM; 360,000 compounds, 0.26% hits; in the data active means inhibition above about 11%
PKA-R2B activ = activates the human PKA-R2B holoenzyme complex. PKA-R2B holoenzyme dissociation, Cy5-IP20 fluorescence polarization; R2B truncated from residue 108, S112A mutant; 0% DMSO only, 100% 113 µM cGMP. activation, % at 11.4 µM. 340,000 compounds, 0.079% hits;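 active means activation above a cutoff set at the mean over all compounds plus 3 SD, cut at about 18% in these data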;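 further: higher means more holoenzyme dissociation and a rise in polarization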
Target sequence (P31323 whole entry, looked up, other chains not shown, the tested form may be a part): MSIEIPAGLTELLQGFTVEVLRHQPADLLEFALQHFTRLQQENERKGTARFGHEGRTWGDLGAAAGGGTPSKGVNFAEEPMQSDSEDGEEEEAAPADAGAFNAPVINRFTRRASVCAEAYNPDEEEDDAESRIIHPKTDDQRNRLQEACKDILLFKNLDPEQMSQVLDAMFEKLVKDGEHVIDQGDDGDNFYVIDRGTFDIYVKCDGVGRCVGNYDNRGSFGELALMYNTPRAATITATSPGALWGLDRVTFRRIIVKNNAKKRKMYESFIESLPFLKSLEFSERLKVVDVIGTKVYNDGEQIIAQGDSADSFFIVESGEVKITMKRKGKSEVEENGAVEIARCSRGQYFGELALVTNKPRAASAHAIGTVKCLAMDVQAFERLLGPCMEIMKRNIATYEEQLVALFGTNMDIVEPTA
Mot1-301 SUMO = inhibitors of SUMOylation pathway: yeast Mot1-301 growth rescue; S. cerevisiae Mot1-301 growth rescue, ATP luminescence, 38.5C; percent above DMSO median, 100 means doubled; growth rescue, % at 18.8 µM; 320,000 compounds, 1% hits; AID 2716;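 active means every valid replicate shows activation above 250% relative to neutral control wells; inactive means the rest, any valid replicate at or below 250%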;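 further: OY570 slx delta 5 strain wells were the positive control but not used for scaling; some compounds called inactive have numbers as strong as hits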
Tat export inh = inhibitors of E. coli Tat protein transport; inhibition, % at 10 µM; 340,000 compounds, 0.036% hits; E. coli MC4100 TorA-mCherry Tat export, fluorescence;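 active means mean replicate inhibition at least 50% and at least half of replicates individually reaching 50%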;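 further: exported cargo escapes ClpAP degradation while cytoplasmic cargo is degraded and loses fluorescence; 0% = median of neutral control wells and 100% = median of NaSCN control wells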
The depositor's hits bear a star; / = no result given.

SMILES	PfHsp90 set2	E coli growth	MOR-DOR ag	AddAB inh	HTR5A inv ag	OPRM1-OPRD1 inv	PKA-R1A activ	phage Ecoli inh	PKA-R2B activ	Mot1-301 SUMO	Tat export inh
CCOc1cc(NS(=O)(=O)c2ccc(Cl)cc2)c(OCC)cc1NC(=O)CC(C)C	10	-2.2	4.0	1.3	2	-21	-7	3.1	2	-8	5
Cc1onc(C(=O)NCc2ccccn2)c1[N+](=O)[O-]	4	-1.7	-0.8	2.8	4	6	-3	3.5	0	-17	3
COC(=O)CCN(C(=O)c1ccc(N2CCCCC2)c([N+](=O)[O-])c1)c1ccccn1	4	-0.7	-3.0	0.8	-2	15	-3	5.5	-5	-8	9
Cc1ccc(S(=O)(=O)N2CCC(C(=O)OC(C)C(=O)NC(N)=O)CC2)cc1C (stereo unspecified)	5	-1.0	0.3	2.3	21	-2	3	0.1	-1	-14	4
CC(=O)c1c(O)cc(=O)n(-c2ccccc2)c1-c1ccc(Cl)cc1	-7	1.9	-0.6	1.0	-17	4	-4	1.3	-4	283	0
Clc1ccc(-c2nnc(NCc3ccccc3)c3ccccc23)cc1	3	2.3	0.3	3.7	6	-2	3	4.7	-1	1	5
O=C1CCCN1CC(O)CS(=O)(=O)Cc1ccccc1Cl (stereo unspecified)	18	-3.8	-2.9	-1.1	10	13	-10	1.4	-2	-14	-1
CCc1nc2sc3c(c2c(=S)[nH]1)CC(C)(C)OC3	0	/	-2.6	/	2	12	-11	-0.1	0	/	-8
CC1CCCCN1CCNC(=O)C1CCCN(S(=O)(=O)c2cccc3nsnc23)C1 (stereo unspecified)	9	-0.2	0.4	0.7	-47	-2	-2	-0.7	13	239	-10
Cc1nc(SCC(=O)Nc2c(C)n(C)n(-c3ccccc3)c2=O)[nH]c(=O)c1C	-9	1.1	-0.1	0.6	-24	0	3	0.2	0	-6	3
O=C(CSc1nncn1-c1ccccc1)NC1CCCC1	10	0.5	-1.8	0.6	1	9	2	-0.4	6	6	-2
CCOc1ccccc1N1CCN(S(=O)(=O)CC)CC1	5	1.4	0.1	-2.1	28	0	6	0.8	-2	-23	-11
CC(=O)c1cc(F)c(N2CCCCCC2)cc1C	19	-0.5	5.1	1.1	-8	-28	-19	-0.5	4	574	1
Cc1nnsc1C(=O)NC(C)c1ccccc1 (stereo unspecified)	8	0.3	0.2	-0.4	-17	-1	-13	0.4	0	-20	0
Cc1c(NC(=O)CSc2nnc3sc4ccccc4n23)c(=O)n(-c2ccccc2)n1C	-9	1.6	-1.7	2.5	2	10	-7	3.2	-13	187	5
COCCn1c(SCC(=O)N2CCCC2)nnc1C(C)C	-4	-1.2	-2.0	1.3	-5	12	-5	-0.2	-8	1	-10
NC(=O)N/N=C/c1coc2ccc3ccccc3c2c1=O	-27	3.0	-0.3	3.5	11	1	-7	-0.1	-9	334*	-3
O=C1NC(=O)C(c2ccccc2[N+](=O)[O-])=C1Nc1ccc(O)c(Cl)c1	-8	-0.6	0.5	-1.6	-7	-3	-10	5.7	0	-2	8
COc1ccccc1C(=O)N/C(=C/c1cccc([N+](=O)[O-])c1)C(=O)Nc1cccc(C(=O)O)c1	-15	0.6	-0.8	0.5	-9	4	-2	4.1	-1	-1	0
CS(=O)(=O)c1cccc(C(=O)NC(c2ccccc2)c2ccccc2)c1	15	-0.2	-2.5	4.7	-7	11	7	2.2	-8	-31	-1
CC(OC(=O)c1cnc2ccccc2n1)c1ccccc1Cl (stereo unspecified)	-87	-0.1	2.2	0.8	-17	-11	-4	1.9	-6	7	-2
Cc1ccc2cc(C#N)c(N3CCCN(C(=O)C4CCCO4)CC3)nc2c1 (stereo unspecified)	-2	-2.2	-2.7	-0.3	-10	12	-12	0.8	-3	25	-3
COc1ccc(-n2cnc3cc(NCc4ccccn4)ccc32)cc1	18	2.9	-1.1	1.0	-6	6	-2	/	-4	-9	0
O=C(CSc1ncnc2sccc12)N1CCN(C(=O)c2cccs2)CC1	9	-2.1	-1.4	-1.5	11	6	0	1.4	4	23	7
O=C1CN(C(=O)N[C@@H](Cc2ccccc2)C(=O)N[C@@H](Cc2ccccc2)C(=O)O)c2ccccc2N1	3	1.3	-1.0	5.9	-3	5	-2	2.0	0	0	3

(further entries)
SMILES	PfHsp90 set2	E coli growth	MOR-DOR ag	AddAB inh	HTR5A inv ag	OPRM1-OPRD1 inv	PKA-R1A activ	phage Ecoli inh	PKA-R2B activ	Mot1-301 SUMO	Tat export inh
Cn1c(=O)n(C)c(=O)n(CC(=O)N2CCCCC2)c1=O	/	-0.5	-1.8	0.4	-8	10	1	2.8	-6	-15	-9
O=[N+]([O-])c1cc(CN2CCCC2)ccc1Sc1ccc(Cl)cc1	-20	0.4	4.3	0.6	11	-24	2	4.0	5	16	2
CS(=O)(=O)N1CCN(C(=O)c2cc(-c3cccnc3)nc3ccc(Cl)cc23)CC1	-34	-0.9	-1.5	0.3	6	8	0	3.2	-5	-2	4
O=C(CN1CCN(S(=O)(=O)c2cccc(Cl)c2)CC1)NCC1(N2CCOCC2)CCCCC1	21	-2.2	-1.1	-0.1	-9	5	1	1.4	1	/	-2
O=C(Nc1ccccc1C(F)(F)F)c1ccc2nccnc2c1	-1	2.1	-0.3	3.3	-11	1	4	-0.2	7	6	-6
COc1cc(-c2n[nH]c(=S)n2-c2cc(C(F)(F)F)ccc2Cl)cc(OC)c1OC	27	-5.8	-1.0	4.2	-2	6	-4	4.3	-9	237	-7
O=C(CN1CCCCCC1)Nc1ccccc1Cl	4	1.8	-1.1	-1.2	-19	6	3	3.0	-4	15	-13
Cc1cccc(NC(=O)CN2CCN(C(=O)c3c(C)nn(Cc4ccccc4)c3C)CC2)c1C	/	2.1	-4.8	1.6	-7	19	-3	2.3	-8	18	-8
Cc1c(Cl)ccc(S(=O)(=O)NCCN2CCOCC2)c1Cl	-6	-1.1	-2.3	0.8	1	11	-7	2.5	-2	97	3
O=C(NCc1ccccc1)/C(=C\c1ccc([N+](=O)[O-])cc1)NC(=O)c1ccco1	-19	-0.8	-0.5	1.6	0	3	-5	2.0	-1	203	-6
c1ccc(-c2nnc3sc(-c4csc5c4CCCC5)nn23)cc1	-69	-0.5	-0.5	1.4	2	2	10	2.1	2	2	8
N#CC(C#N)=C1CCc2ccccc2N1	/	-0.9	-2.0	0.8	-9	12	15	3.4	-8	-16	-2
O=S(=O)(c1ccc(N2CCOCC2)cc1)N1CCOCC1	15	-0.6	-0.6	-0.2	-14	3	-4	1.8	3	-9	-3
COc1cccc2cc(C(=O)N3CCN(C45CC6CC(CC(C6)C4)C5)CC3)c(=O)oc12	1	-0.3	-0.2	0.9	-25	1	0	0.9	2	-2	1
CC(Oc1ccc2c(-c3ccccc3)cc(=O)oc2c1)C(=O)NC(Cc1c[nH]c2ccccc12)C(=O)O (stereo unspecified)	-9	-0.5	-3.5	-0.3	-3	17	-2	2.7	1	-5	-4
CCc1nn(CC(=O)O)c(=O)c2ccccc12	-24	-0.2	2.4	2.1	5	-13	6	2.4	-7	1	6
N=c1oc2ccc(Cl)cc2cc1C(=O)NC1CCCCCC1	7	1.5	-1.5	-1.3	2	6	4	2.0	-5	-8	-1
OC1CCN(c2ncnc3c2nnn3Cc2c(F)cccc2Cl)CC1	-1	1.0	-1.0	1.5	-20	5	0	2.7	0	-12	12
O=C(COC(=O)Cc1ccc(-c2ccccc2)cc1)NCc1ccc(F)cc1	14	-1.8	3.1	1.8	-15	-17	-10	4.0	-6	5	-6
Clc1cccc(-c2nnc(SC/C=C/c3ccccc3)n2Cc2ccco2)c1	-9	-0.3	-1.6	2.3	8	8	-2	/	-13	7	20
Cc1ccc(CNS(=O)(=O)c2ccc(Br)s2)cc1	13	-3.0	2.6	-0.2	-3	-15	3	-1.0	-8	15	-4
CCOc1ccc(S(=O)(=O)N2CCC(C(=O)NCc3ccco3)CC2)cc1C	-33	-0.1	1.6	3.8	-8	-13	1	3.0	0	64	11
COc1ccc(-c2cc3nc(-c4ccccc4)cc(N4CCC(O)CC4)n3n2)cc1	31	-1.3	-2.8	2.4	7	14	-8	2.6	-6	115	0
O=C1CC(c2ccccc2)CC(O)=C1C=NCCCO (stereo unspecified)	13	3.2	-2.2	-0.9	13	12	5	1.4	-9	28	4
CCCc1cc(=O)oc2cc(OCC(=O)NCC(O)c3ccccc3)ccc12 (stereo unspecified)	13	-1.1	-1.4	3.4	-4	7	1	-1.4	-2	-4	9

Going on with the list:
SMILES	PfHsp90 set2	E coli growth	MOR-DOR ag	AddAB inh	HTR5A inv ag	OPRM1-OPRD1 inv	PKA-R1A activ	phage Ecoli inh	PKA-R2B activ	Mot1-301 SUMO	Tat export inh
CC(=O)c1ccc(N(CC(=O)NC2CCCCC2)C(=O)CNC(=O)c2cccs2)cc1	-17	-2.3	-1.0	2.2	-19	7	-7	-1.8	-1	-3	16
COc1ccccc1C(=O)NC(=O)Nc1nc(-c2ccccc2)cc(C(F)(F)F)n1	-27	-1.3	0.7	1.7	-9	-4	5	2.8	2	431	-1
CCCn1c(=O)c2ccccc2n2c(SCC(=O)c3ccccc3)nnc12	10	-3.6	1.1	0.1	-20	-6	-1	1.6	-2	7	-5
Cc1ccc(S(=O)(=O)NCC(=O)OCC(=O)N(C)C2CCCCC2)cc1	0	-2.6	-3.0	0.9	-12	11	-2	1.4	1	-5	-6
Cc1cccc(NC(=O)CC2C(=O)NC3CCCCC3N2C(=O)c2ccccc2Cl)c1 (stereo unspecified)	-21	2.0	0.3	-1.4	0	-2	-5	0.5	-2	-3	-6
O=C(NCCNC(=O)c1cccs1)c1ccco1	/	-1.0	0.0	-0.5	-4	0	2	3.8	1	-2	3
COc1cc(C2Nc3ccc4ncccc4c3C3=C2C(=O)CCC3)ccc1O (stereo unspecified)	-4	-0.7	-0.9	0.1	36	5	3	2.8	-3	-15	-4
COCCN(C(=O)C1CCCO1)c1c(N)n(CC(C)C)c(=O)[nH]c1=O (stereo unspecified)	-8	1.2	-3.4	0.1	-14	14	1	1.1	-10	0	-6
COc1ccccc1NC(=O)CSc1nc2n[nH]c(C)c2c(=N)n1-c1ccccc1Cl	5	-1.3	4.0	1.5	-3	-21	1	-1.3	-13	17	10
CCCN1CNc2c(c(=O)[nH]c(=S)n2-c2ccc(Cl)cc2)C1	0	3.5	-2.8	5.9	6	13	6	1.8	-2	44	1
CN(C(=O)COC(=O)c1ccccc1SCC(=O)NC1CCCCCCC1)C1CCS(=O)(=O)C1 (stereo unspecified)	6	-0.9	-1.9	3.2	0	10	3	0.5	4	-1	-9
Cc1cc(=O)oc2c1c(C(F)(F)F)nn2-c1ccccc1	-48	2.5	/	3.6	/	/	/	1.9	/	-13	0
CC(=O)N1CCCc2cc(S(=O)(=O)NC(C(=O)NC(C)c3ccccc3)C(C)C)ccc21 (stereo unspecified)	-9	-3.0	-0.4	1.3	7	2	4	3.8	-4	34	-6
